# SMN2 splice up: increases expression of the SMN2 splice variant; HEK293 SMN2-luciferase splicing reporter, luminescence, 30-36 h; Potency, µM (series often up to 46.1 µM), without a hit: top-dose activity change, positive = activation, most hits filed as activators; actives 2.8% (n = 210,000); further: % of control where 0% means no effect; nearly all actives have a fitted effect of over 55% in size
#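 qHTS luciferase splicing reporter: luminescence rises when SMN2 exon 7 is included in transfected HEK293 cells. Compound exposure lasted 30-36 h at 37C, with 4.5 mM final sodium butyrate as control, followed by a ONE-Glo read.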
# GAA glycogen mod: inhibitors or activators of human alpha-glucosidase glycogen cleavage. actives 0.38% (n = 300,000). recombinant GAA, glycogen substrate, Amplex Red glucose oxidase fluorescence. Potency, µM (doses to about 76.4 µM), without a hit: at the top dose activity change, negative = inhibition, most hits filed as inhibitors;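 further: 0% = full enzyme reaction and -100% = no-enzyme basal signal; the screen sought inhibitors and activators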
#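 Recombinant human enzyme (4 nM); glycogen substrate; 37 C, 40 min, pH 5.0. Readout: coupled glucose oxidase/Amplex Red fluorescence.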
# * hit, by the source's call; ? = inconclusive; [ ] = another dose, or the depositor's remark. The call rests on the fitted dose curve; in most records, active means well fitted curve in the direction sought with a large enough effect; inconclusive means small, poorly fitted or top-dose-only effect, or another doubt; inactive means no such curve, though single readings can be large; an effect the other way counts as inactive or inconclusive. Potency means the concentration at half of the fitted maximal effect. The list is partial; rates above refer to the full screens.
SMILES,SMN2 splice up,GAA glycogen mod
O=C(NC1(C(F)(F)F)N=C(c2ccccc2)N(C2CCCCC2)C1=O)c1ccc(F)cc1 (configuration not stated),-4%,9%[76.3 µM]
CNc1nc2c(c(=O)n(C)c(=O)n2C)n1CC(O)COc1ccc(OC)cc1 (configuration not stated),-6%,-15%[76.3 µM]
CCCc1ccc(S(=O)(=O)N2CCC(c3nnc(-c4cccc(C)c4)o3)CC2)cc1,-30%[inhibitor],-22%[76.3 µM]
COC(=O)c1cccc(Cn2nnc3sc4c(c3c2=O)CCC(C(C)(C)C)C4)c1 (configuration not stated),6%,8%[76.3 µM]
COc1ccc(CCNC(=O)c2cc(-c3ccccc3)nc3ccccc23)cc1OC,-4%,5%[76.3 µM]
Cn1c(=O)c2c(nc3n(-c4ccc(O)cc4)c(-c4ccc(Br)cc4)cn23)n(C)c1=O,-8%,-3%[76.3 µM]
O=C(CCNS(=O)(=O)c1ccc(Br)s1)Nc1ccc(Br)cc1,7%,4%[76.3 µM]
CCc1ccc(C2N=C(N)Nc3nc4ccccc4n32)cc1 (configuration not stated),-15%,-6%[76.3 µM]
COc1ccc(S(=O)(=O)N(CC(=O)NCCSCc2ccccc2)c2ccc(C)cc2)cc1,-4%,14%[76.3 µM]
COc1ccc(NC(=O)Cn2c(C)cc3ccccc3c2=O)c(OC)c1,-8%,-1%[76.3 µM]
O=C(Nc1ccc(NC(=O)c2cccs2)cc1)c1ccc(Br)cc1,6%,-1%[76.3 µM]
COCCCNC(=O)Cn1c(=O)n(-c2ccc(C)c(C)c2)c(=O)c2c3c(sc21)CCCCC3,-9%,-8%[76.3 µM]
COc1ccc(-n2c(SCc3nc(-c4ccc(C)cc4)no3)nnc2-c2ccccc2)cc1,3%,-2%[76.3 µM]
CC1CCN(c2nc3ccc(C(=O)NCc4ccccc4Cl)cc3s2)CC1,-10%,9%[76.3 µM]
Cc1ccc(-c2nc3cc(C(C)C)ccc3o2)cc1NC(=O)c1cccs1,-6%,-17%[76.3 µM]
CCc1cccc(NC(=O)C(CC(C)C)NS(=O)(=O)c2ccc3c(c2)oc(=O)n3C)c1 (configuration not stated),-1%,18%[76.3 µM]
CCOc1ccc(NC(=O)CC2Nc3cccc4cccc(c34)NC2=O)cc1 (configuration not stated),-5%,?
CC(C)c1ccc2occ(CC(=O)Nc3cccc(C(F)(F)F)c3)c2c1,-46%[inhibitor],-14%[76.3 µM]
COc1ccc(OCC(=O)N2CCN(C(=O)c3cc(OC)c(OC)c(OC)c3)CC2)cc1,-2%,-5%[76.3 µM]
O=C1Cc2cc(S(=O)(=O)N3CCN(c4ccccc4)CC3)ccc2N1,-7%,2.6µM*
COc1cc(-c2nc3ncccn3c2Nc2ccc(C)cc2C)ccc1O,3%,10µM*
COc1ccc(Cc2nc3c4cnn(-c5ccccc5F)c4ncn3n2)cc1,3%,-2%[76.3 µM]
CCN1CCN(c2oc(/C=C/c3cc(OC)c(OC)c(OC)c3)nc2C#N)CC1,7%,-7%[76.3 µM]
O=C(c1ccc2c(c1)N(Cc1ccccc1F)C(=O)c1ccccc1S2(=O)=O)N1CCN(c2ccccn2)CC1,-5%,-3%[76.3 µM]
O=C(c1ccc(F)cc1)n1nc(-c2cccnc2)nc1NCc1ccccc1,13%,-5%[76.3 µM]

# Sorted by value in SMN2 splice up (largest number first): some entries from above
smiles	SMN2 splice up
COc1ccc(Cc2nc3c4cnn(-c5ccccc5F)c4ncn3n2)cc1	3%
Cc1ccc(-c2nc3cc(C(C)C)ccc3o2)cc1NC(=O)c1cccs1	-6%
O=C1Cc2cc(S(=O)(=O)N3CCN(c4ccccc4)CC3)ccc2N1	-7%
Cn1c(=O)c2c(nc3n(-c4ccc(O)cc4)c(-c4ccc(Br)cc4)cn23)n(C)c1=O	-8%
CC1CCN(c2nc3ccc(C(=O)NCc4ccccc4Cl)cc3s2)CC1	-10%

# Next part
SMILES,SMN2 splice up,GAA glycogen mod
COc1ccc(CN2C(=O)N(c3ccc(C)cc3)C(=O)C2CC(=O)Nc2ccccc2)cc1OC (configuration not stated),24%,-14%[76.3 µM]
CCCOc1ccc(C(=O)Nc2cc3c(cc2N2CCCCC2)n(C)c(=O)n3C)cc1,-2%,21%[76.3 µM]
Cc1ccc(OCc2nc(-c3ccc(C(=O)N4CCN(c5cccc(C(F)(F)F)c5)CC4)cc3)oc2C)cc1,-6%,-1%[76.3 µM]
CCc1ccc(C(=O)c2cn(CC(=O)Nc3ccc(OC)cc3)c3cc4c(cc3c2=O)OCO4)cc1,-7%,11%[76.3 µM]
COc1cc(/C=C/c2nc(C#N)c(NC(C)c3ccccc3)o2)cc(OC)c1OC (configuration not stated),?,?
Cc1ccc(-c2nc3c(cnn3-c3ccccc3)c(=O)n2-c2ccc(Cl)cc2)cc1,-14%,4%[76.3 µM]
O=C(Cn1c(=O)n(CC2CCCO2)c(=O)c2ccccc21)Nc1cccc(Cl)c1 (configuration not stated),4%,10%[76.3 µM]
Cc1cccc(-c2nc(CN3CCCC(C(=O)NCc4ccc(Cl)cc4)C3)c(C)o2)c1 (configuration not stated),-1%,-8%[76.3 µM]
CCCn1c(CNC(=O)c2ccc(F)cc2)nc2ccccc21,1%,16%[76.3 µM]
COc1cccc(CNCCSc2nnnn2C)c1OCc1ccc(Cl)cc1Cl,?,7%[76.3 µM]
Cc1ccc(C(=O)Nc2ccc3oc(-c4cc(Br)ccc4Cl)nc3c2)cc1,-29%,17%[76.3 µM]
COc1cccc(NC(=O)c2oc3ccccc3c2NC(=O)c2ccc(F)c(F)c2)c1,-8%,-15%[76.3 µM]
CCCN1C(=O)c2[nH]nc(-c3ccc(OC)cc3)c2C1c1ccccn1 (configuration not stated),25%,-3%[76.3 µM]
Cc1ccc2c(c1)C(c1ccccc1)N(C(=O)c1ccc(S(=O)(=O)N3CCCCC3)cc1)CC(=O)N2 (configuration not stated),-5%,-14%[76.3 µM]
Cc1nn(CC(=O)NCc2ccc(Cl)cc2)c(=O)c2cc3sccc3n12,-6%,-3%[76.3 µM]
CCCCNC(=O)c1ccc2c(c1)N(Cc1ccc(F)cc1)C(=O)c1ccccc1S2=O (configuration not stated),11%,-10%[76.3 µM]
COc1ccc(-c2nc(SCC(=O)NCC3CCCO3)c(-c3ccc(C)cc3)[nH]2)cc1OC (configuration not stated),18%,18%[76.3 µM]
COc1ccc(NS(=O)(=O)c2ccc3c(c2)[C@H]2C=CC[C@H]2[C@@H](c2ccc(C(=O)O)cc2)N3)cc1,-10%,-26%
Cc1ccccc1NC(=O)Cn1c(=O)n(Cc2ccc3c(c2)OCO3)c(=O)c2ccccc21,15%,12%[76.3 µM]
Cc1ccc(C)c(Cn2cnc3ccccc3c2=O)c1,-8%,12%[76.3 µM]
CCc1ccc(C(=O)c2cn(CC(=O)Nc3ccc(OC)c(OC)c3)c3ccc(C)cc3c2=O)cc1,11%,0%[76.3 µM]
CCOC(=O)c1c(C)n(-c2ccccc2)c2ccc(OC(=O)c3c(F)cccc3F)cc12,12%,-22%[76.3 µM]
O=C1Nc2ccccc2Oc2cc(Oc3ccccc3)ccc21,-3%,8%[76.3 µM]
Cc1ccc(C(=O)c2cn(Cc3ccccc3)c3nc(C)ccc3c2=O)cc1,0%,11%[76.3 µM]
Cc1ccc(N2C(=O)NC(NS(=O)(=O)c3ccc(Cl)cc3)(C(F)(F)F)C2=O)cc1C (configuration not stated),-3%,-9%[76.3 µM]

# Whole records from above:
# Cc1nn(CC(=O)NCc2ccc(Cl)cc2)c(=O)c2cc3sccc3n12 is entered as SMN2 splice up = -6%; GAA glycogen mod = -3%[76.3 µM]
# Cc1ccc(C(=O)Nc2ccc3oc(-c4cc(Br)ccc4Cl)nc3c2)cc1 is entered as SMN2 splice up = -29%; GAA glycogen mod = 17%[76.3 µM]

# Going on with the list.
SMILES,SMN2 splice up,GAA glycogen mod
COc1ccccc1NC(c1ccc(Cl)cc1)c1nnc(-c2cccc(F)c2)o1 (configuration not stated),-5%,10%[76.3 µM]
COc1ccc(CNC(=O)c2ccc3c(c2)N(Cc2ccccc2)CCS3)cc1,-9%,3%[76.3 µM]
Cc1ccc2nc(NCc3ccccc3Cl)c3nnnn3c2c1,4%,8%[76.3 µM]
COc1cccc(CNC(=O)CCc2nc(-c3ccc(C)cc3)no2)c1,-22%,5%[76.3 µM]
COc1ccc(NC(=O)CCCS(=O)(=O)c2nc(-c3ccccc3OC)cc(C(F)(F)F)n2)c(OC)c1,-70%[inhibitor],7%[76.3 µM]
CCc1cccc(C)c1Nc1c(-c2cccc(O)c2)nc2sccn12,1%,35µM*
CCCn1c(=O)n(-c2ccccc2Cl)c(=O)c2sc3ccccc3c21,-14%,-10%[76.3 µM]
Cc1ccc(S(=O)(=O)c2cnc(SC(C)C(=O)Nc3ccccc3)[nH]c2=O)cc1 (configuration not stated),1%,-6%[76.3 µM]
O=C(Nc1ccc(C(F)(F)F)cc1)C1CCCN(S(=O)(=O)c2cccc3cccnc23)C1 (configuration not stated),-38%[inhibitor],-7%[76.3 µM]
Cc1ccccc1C(=O)Nc1cc2c(cc1N1CCCCC1)n(C)c(=O)n2C,-12%,13%[76.3 µM]
CCC(=O)N1CCc2cc(Br)cc(S(=O)(=O)CCC(=O)Nc3ccc(Cl)cc3)c21,13%,13%[76.3 µM]
COc1ccc(-c2cc(C(=O)Nc3sc4c(c3C(N)=O)CCC(C)C4)no2)cc1 (configuration not stated),-9%,-7%[76.3 µM]
CCOc1ccc(S(=O)(=O)N(CC(=O)Nc2ccc(OC)cc2OC)c2ccccc2)cc1,7%,6%[76.3 µM]
CCN(CC)CCNC(=O)CSc1nc2nc(C)c(Cc3ccccc3)c(C)n2n1,5%,2%[76.3 µM]
Cc1ccc(Nc2nc3nonc3nc2Nc2cccc(C(F)(F)F)c2)cc1Cl,-55%[inhibitor],6%[76.3 µM]
O=C(Cn1c(=O)nc(-c2ccccc2)c2ccccc21)Nc1ccc(Cl)cc1F,-5%,7%[76.3 µM]
O=C(O)c1ccc(C2Nc3ccccc3-c3nnc(SCc4ccc(Cl)cc4)nc3O2)cc1 (configuration not stated),-8%,9%[76.3 µM]
CCn1cc(C(=O)NCCc2ccc(C)cc2)c(=O)c2cc(S(=O)(=O)N3CCc4ccccc4C3)ccc21,19%,-11%[76.3 µM]
O=C(c1cccc(Cl)c1)n1nc(-c2ccco2)nc1NCc1cccs1,13%,-8%[76.3 µM]
Cc1cccc(OCC(=O)N(Cc2ccc(C(C)(C)C)cc2)Cc2ccco2)c1,-8%,11%[76.3 µM]
Cc1ccc2oc(-c3ccc(C)c(NC(=O)/C=C/c4ccc(Cl)cc4)c3)nc2c1,20%,-7%[76.3 µM]
O=C(Nc1ccc(Br)cc1F)c1cc2nc(-c3ccco3)cc(C(F)(F)Cl)n2n1,-7%,-3%[76.3 µM]
COc1cccc(CNC(=O)CN2CCCN(Cc3ccccc3)S2(=O)=O)c1,0%,9%[76.3 µM]
N#Cc1c(-n2ncnc2-c2ccc(F)cc2)sc2c1CCCCC2,-11%,?
COc1ccc(Cl)cc1NC(=O)Cn1c(=O)n(Cc2ccc(F)cc2)c(=O)c2cccnc21,-12%,13%[76.3 µM]
# The list goes on:
SMILES,SMN2 splice up,GAA glycogen mod
COC(=O)CNC(c1ccccc1)c1cc(Br)ccc1NC(=O)c1cc(OC)c(OC)c(OC)c1 (configuration not stated),26%,-13%[76.3 µM]
COc1cccc2cc(-c3nc(-c4cccs4)no3)c(=O)oc12,-8%,-7%[76.3 µM]
Cc1ccc(C)c(N2CCN(c3cc(C)nc4c(-c5ccc(Cl)cc5)c(C)nn34)CC2)c1,11%,-1%[76.3 µM]
COc1ccc(NC(=O)c2nc(S(=O)(=O)Cc3ccc(C)cc3)ncc2Cl)cc1,-6%,-3%[76.3 µM]
CCOc1ccccc1NC(=O)c1c(NC(=O)Cc2ccccc2)sc2c1CCCC2,-22%,18%[76.3 µM]
CCC(=O)Nc1cc(-c2nc3ccccc3s2)c(Cl)cc1Cl,6%,-1%[76.3 µM]
CCN(CC)S(=O)(=O)c1ccc2c(c1)N(CC(=O)NCc1ccc(F)cc1)C(=O)CO2,-9%,16%[76.3 µM]
COc1cccc(C2CC(=O)Nc3c2c(=O)[nH]c2ncnn32)c1OC (configuration not stated),-1%,-1%[76.3 µM]
N#Cc1cccc(NC(=O)Cn2nc(Cc3ccncc3)c3ccccc3c2=O)c1,7%,-2%[76.3 µM]
Cc1ccccc1Cn1c(=O)n(-c2ccc(Cl)cc2)c(=O)c2c3c(sc21)CCCC3,21%,13%[76.3 µM]
CCOC(=O)c1[nH]c2ccccc2c1NC(=O)c1ccc(OC(C)C)cc1,-15%,7%[76.3 µM]
COC(=O)c1c(NC(=O)/C=C/c2ccc(OC)c(OC)c2)sc2c1CCC2,3%,6%[76.3 µM]

# As entered above:
# O=C(CCNS(=O)(=O)c1ccc(Br)s1)Nc1ccc(Br)cc1 in SMN2 splice up: 7%
# COc1ccc(NS(=O)(=O)c2ccc3c(c2)[C@H]2C=CC[C@H]2[C@@H](c2ccc(C(=O)O)cc2)N3)cc1 in SMN2 splice up: -10%
# Cc1ccccc1NC(=O)Cn1c(=O)n(Cc2ccc3c(c2)OCO3)c(=O)c2ccccc21 in SMN2 splice up: 15%

# 2 entries from above, with each value named:
SMILES: Cc1ccc2c(c1)C(c1ccccc1)N(C(=O)c1ccc(S(=O)(=O)N3CCCCC3)cc1)CC(=O)N2 (configuration not stated)
  SMN2 splice up: -5%
  GAA glycogen mod: -14%[76.3 µM]

SMILES: COc1ccc(NC(=O)c2nc(S(=O)(=O)Cc3ccc(C)cc3)ncc2Cl)cc1
  SMN2 splice up: -6%
  GAA glycogen mod: -3%[76.3 µM]

# Bioassay records as filed in PubChem BioAssay.
